# 14-3-3 PPI = modulators of 14-3-3 gamma protein binding, primary screen, biochemical, fluorescence polarization | 14-3-3 protein gamma (Homo sapiens), P61981 | FP, 14-3-3gamma / TMR-pS259-Raf peptide binding | inhibition, % at 40 µM | hit rate 0.19% among 160,000 | AID 422, 2006; in the data active = inhibition above about 30%;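 note: 0% = protein plus tracer without compound and 100% = blank with tracer alone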
# Target sequence (P61981 whole entry, looked up): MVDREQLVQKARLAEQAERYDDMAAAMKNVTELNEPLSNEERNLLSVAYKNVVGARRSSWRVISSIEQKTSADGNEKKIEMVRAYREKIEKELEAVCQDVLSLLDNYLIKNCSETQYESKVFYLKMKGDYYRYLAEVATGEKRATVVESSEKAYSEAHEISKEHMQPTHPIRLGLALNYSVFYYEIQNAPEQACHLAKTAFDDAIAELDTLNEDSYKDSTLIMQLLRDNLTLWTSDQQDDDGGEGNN
# Numbers without * were called inactive; & = joins results of further samples. Only part of the results is shown; the hit share may differ from the screen's.
entry | SMILES | 14-3-3 PPI
1 | O=C(NCc1ccc(C(=O)NC2CCCC2)cc1)c1cccc(Br)c1 | -3.8
2 | Cc1c(C(=O)N2CCOCC2)[nH]c2c1C(=O)CC(c1ccccc1Cl)C2 (stereo not drawn) | -8.7
3 | COC(=O)c1[nH]c2ccc(C)cc2c1NC(=O)CN1CCc2cc(OC)c(OC)cc2C1 | -4.4
4 | Fc1ccc(-c2nnc(CN3CCN(c4ncc(C(F)(F)F)cc4Cl)CC3)o2)cc1 | -8.5
5 | CCOc1ccc(NC(=O)c2cc3ccccc3o2)cc1 | -7.2
6 | CC(=O)c1cccc(NC(=O)CC2Oc3ccc(C)cc3NC2=O)c1 (stereo not drawn) | -11.1
7 | CCCCOC(=O)C1=C(C)NC2=C(C(=O)CCC2)C1c1cccc(F)c1 (stereo not drawn) | 1.4
8 | O=C(NC1CC1)c1ccc2c(c1)N(Cc1ccc(Cl)cc1)C(=O)c1ccccc1S2 | -3.6
9 | COc1ccc(C(=O)Nc2ccc(Cl)cn2)cc1Cl | 0.2&1.0
10 | COc1ccc(NC2=C(Cl)C(=O)N(c3cccc(C)c3C)C2=O)cc1 | 5.7
11 | Cc1cc(C)n2nc(SCC(=O)NCc3ccc(F)cc3)nc2n1 | -7.1
12 | CCOc1ccccc1C1CC(=O)Nc2cc3c(cc21)OCCO3 (stereo not drawn) | 0.7
13 | Nc1cc(=O)[nH]c(SCC(=O)NC2CCCCC2)n1 | 2.8
14 | CCOC(=O)CSc1nc2ccsc2c(=O)n1C1CCCCC1 | -2.1
15 | CC1=C(C(=O)OCCc2ccccc2)C(c2ccccc2Br)C2=C(CCCC2=O)N1 (stereo not drawn) | 4.9
16 | CC(=O)Nc1cccc(Oc2ccc3c(c2)C(=O)N(c2ccc(OC(C)=O)cc2)C3=O)c1 | 2.8
17 | COC(=O)c1ccc(C2C(C(=O)OC(C)C)=C(C)N=C3SCCC(=O)N32)cc1 (stereo not drawn) | -0.4&-5.9
18 | CC(=O)N1c2ccc(S(=O)(=O)N3CCN(c4ccc(Cl)cc4)CC3)cc2CC1C (stereo not drawn) | -11.2
19 | COc1ccc(CN2CCN(C(=O)CN3C(=O)C4C5C=CC(C5)C4C3=O)CC2)c(OC)c1OC (stereo not drawn) | -1.2
20 | COc1ccc(-c2cc(C(F)(F)F)n3nc(C(=O)Nc4ccc(C)c(C)c4)cc3n2)cc1OC | -7.3
21 | Nc1c(C(=O)Nc2ccc3c(c2)OCO3)sc2nc(-c3ccc4c(c3)OCO4)ccc12 | -37.1
22 | O=C(CSC1=Nc2ccccc2C2=NC(Cc3c[nH]c4ccccc34)C(=O)N12)c1ccc(O)c(O)c1 (stereo not drawn) | -24.9
23 | CCN(CC#CC(O)(c1ccccc1)C1CCCC1)C(C)C (stereo not drawn) | 2.5
24 | N[C@@H](Cc1cc(I)c(Oc2ccc(O)c(I)c2)c(I)c1)C(=O)O | -7.6
25 | CC(C)COc1ccc(C(=O)NC(CC(C)C)C(=O)O)cc1 (stereo not drawn) | -4.8
26 | Cc1nc2nc3c(cn2n1)C(=O)CC(C)(C)C3 | 1.4
27 | O=C(Nc1cc2cccc([N+](=O)[O-])c2oc1=O)c1ccc(Cl)c([N+](=O)[O-])c1 | -18.2
28 | CCCOc1cc(OCCC)c2c3c(c(=O)oc2c1)CCCC3 | -29.4
29 | CCCCCCc1ccc(C(=O)Nc2cccnc2)cc1 | 3.6
30 | COc1ccc(-c2nnc(N)s2)cc1 | -1.4
31 | COc1ccccc1NC(=O)C1Cc2ccccc2C(=O)O1 (stereo not drawn) | -3.0
32 | CC1(C)CC(=O)c2c(nc3ccccc3c2NCc2ccc(Cl)cc2)C1 | -5.0
33 | Cn1nnnc1SCC(=O)N1CCN(c2cccc(Cl)c2)CC1 | -9.1
34 | Cc1ccsc1C1C=C(c2ccc(Br)cc2)Nc2nc3ccccc3n21 (stereo not drawn) | -66.5
35 | Cc1ccc2c(c1)CCCN2C(=O)c1ccc2c(c1)OCO2 | 0.0
36 | C#CCSc1nnc(-c2cccc3ccccc23)o1 | -3.6
37 | Cc1sc2nc(C(C)Sc3nnc(C)n3-c3ccccc3)[nH]c(=O)c2c1C (stereo not drawn) | -5.8
38 | COc1ccc(Br)cc1C(=O)Nc1cccc(-c2nnc(-c3ccco3)o2)c1 | -6.7
39 | CCCCCOC(=O)C1=C(C)NC2=C(C(=O)CCC2)C1c1cccc(OC)c1 (stereo not drawn) | 0.1
40 | COc1cc2c(cc1OC)CN(C(=O)c1ccc(OC)c(S(=O)(=O)N3CCOCC3)c1)CC2 | -11.2
41 | COc1ccc(NS(=O)(=O)c2cccc3cccnc23)cc1 | 0.5
42 | Nc1c(C(=O)Nc2ccc([N+](=O)[O-])cc2)sc2nc3c(cc12)C(=O)CCC3 | -5.5
43 | Fc1ccccc1-c1nc(-c2ccccc2)c(-c2cccs2)[nH]1 | -48.4
44 | Cc1cccc2cc(C#N)c(SCC(=O)N3CC(=O)Nc4ccccc43)nc12 | -1.6
45 | CCCn1c(=S)[nH]c2ccccc21 | -5.0
46 | COc1ccc(C(CC(=O)NC(C)C)NS(=O)(=O)c2ccc(F)cc2)cc1 (stereo not drawn) | -2.9
47 | c1ccc(CCc2nc(-c3ccncc3)no2)cc1 | -4.8&-1.2
48 | CC12CC(NC(=O)N1c1ccc(C(=O)N3CCN(c4ccc(F)cc4)CC3)cc1)c1ccccc1O2 (stereo not drawn) | -11.7
49 | CC(NC(=O)Nc1nnc(C(F)(F)F)s1)N1C(=O)C2C3C=CC(C3)C2C1=O (stereo not drawn) | -4.3
50 | O=C(CC(SCCO)c1ccc(OC(F)F)cc1)c1ccco1 (stereo not drawn) | -8.5

# Other results follow:
entry | SMILES | 14-3-3 PPI
51 | COc1ccc(-c2noc(CN3CCN(c4ccccc4)CC3)n2)cc1 | -6.8
52 | COc1ccc(NC(=O)c2ccc(N3C(=O)c4ccc([N+](=O)[O-])cc4C3=O)cc2)cc1 | -0.2
53 | CCC12C(=O)C(CC)(C(c3ccccc3)=C1c1ccccc1)C1C(=O)N(c3ccc(OC)cc3)C(=O)C12 (stereo not drawn) | -0.9
54 | CC1CCCCN1C(=O)CCn1c(=S)oc2ccccc21 (stereo not drawn) | -8.4
55 | Cc1cccc(NC(=O)CSc2nc3c(cc2C#N)C(=O)CC(C)(C)C3)c1 | -11.6
56 | CCCCC1CCC(C(=O)Nc2cccc3ccccc23)CC1 (stereo not drawn) | -1.0
57 | CCOC(=O)C1=C(C)N=C2SCCC(=O)N2C1c1ccc(C(C)C)cc1 (stereo not drawn) | -5.2
58 | O=C(c1ccccc1)N1CCN(Cc2ccccc2Br)CC1 | 6.0
59 | Cc1[nH]n(-c2ccccc2)c(=O)c1-c1ccccc1 | -2.2
60 | O=c1oc2cc(O)ccc2cc1-c1nc(-c2ccccc2)cs1 | -54.8
61 | CC1CCN(C(=O)CSc2ccc3nnc(-c4ccc(F)cc4)n3n2)CC1 | 4.0
62 | Cn1c(=O)[nH]c(=O)c2c1ncn2Cc1ccc(F)cc1 | 1.7
63 | C(#Cc1ccccc1)Cn1nnc2ccccc21 | -3.9
64 | CCCCN(C)Cc1c(C)[nH]c2ccc(Cl)cc2c1=O | -2.0&6.0
65 | Cn1c(Cn2c(=O)sc3ccccc32)nnc1SCC(=O)NCCc1ccccc1 | -1.1
66 | Cc1cc(NC(=O)CSc2nc3ccccc3c(=O)n2C2CCCC2)no1 | -5.2
67 | COc1ccc(C(=O)Oc2c(S(=O)(=O)c3ccccc3)c(C)nn2C(C)(C)C)cc1OC | 7.5
68 | Cc1cc(NC(=O)c2cc(-c3cccs3)on2)nn1Cc1ccc(Cl)cc1 | -10.8
69 | O=C(c1ccc(O)cc1)c1ccc(O)cc1O | -15.1
70 | Cc1cccc(Cn2c(SCCO)nc3c2c(=O)n(C)c(=O)n3C)c1 | 2.3
71 | COC(=O)CSc1sc(=S)sc1SCC(N)=O | 1.9
72 | CCN(C(=O)c1cc2cc3cc(OC)ccc3nc2s1)c1ccccc1 | 0.1
73 | O=[N+]([O-])c1ccc(NCCNc2cc(Cl)ccc2[N+](=O)[O-])c(Cl)c1 | -17.8
74 | O=[N+]([O-])c1cccc(N2COc3ccc4ccccc4c3C2)c1 | -6.1
75 | COc1ccc(-c2cc(C(=O)Nc3c(C)nn(Cc4ccccc4Cl)c3C)no2)cc1OC | -7.8
76 | O=c1oc2ccccc2c2c1ncn2CCN1CCCCC1 | 3.0
77 | COc1ccc(-c2cc(C(F)(F)F)n3nc(C(=O)Nc4ccc(OC)cc4OC)cc3n2)cc1 | 3.5
78 | COc1ccc(-c2c[n+]3c(n2-c2c(C)n(C)n(-c4ccccc4)c2=O)CCCCC3)cc1 | -2.0
79 | Cc1onc(-c2ccccc2Cl)c1C(=O)Nc1ccccc1C(N)=O | -5.8&-6.2
80 | c1ccc(C(c2nnnn2Cc2ccco2)N2CCN(C3CCCC3)CC2)cc1 (stereo not drawn) | 7.9
81 | Cc1ccc(NC(=O)c2c(NC(=O)c3ccccc3)sc3c2CCC(C)C3)cc1 (stereo not drawn) | -14.3
82 | CCOc1ccc(N(CC(=O)N2CCc3ccccc32)S(=O)(=O)c2c(C)noc2C)cc1 | -0.8
83 | Cc1c(C(=O)Nc2ccccc2Cl)sc2ncn(Cc3ccccc3F)c(=O)c12 | -55.5
84 | O=C(NCC(F)(F)F)Nc1cccnc1 | -0.8
85 | COc1ccc(NC(=O)CCCS(=O)(=O)c2nc(-c3cccs3)cc(C(F)(F)F)n2)cc1 | -14.6
86 | Cc1nn(-c2ccc(Br)cc2)c2c1C(=O)CC(C)(C)C2 | 4.1
87 | CCCCn1c(=O)n(C)c(=O)c2c3c(sc21)COC(C)(C)C3 | -8.4
88 | CCSc1ccccc1C(=O)Nc1cccnc1 | 0.8
89 | COc1ccc(CNC(=O)c2cc(Nc3ccccc3OC)nc3ccccc23)cc1 | 10.6
90 | Cc1sc(NC(=O)c2ccccc2F)c(C(N)=O)c1C | -23.2

# Arranged by the number under 14-3-3 PPI (high to low): some entries from above.
entry | SMILES | 14-3-3 PPI
56 | CCCCC1CCC(C(=O)Nc2cccc3ccccc23)CC1 (stereo not drawn) | -1.0
24 | N[C@@H](Cc1cc(I)c(Oc2ccc(O)c(I)c2)c(I)c1)C(=O)O | -7.6
50 | O=C(CC(SCCO)c1ccc(OC(F)F)cc1)c1ccco1 (stereo not drawn) | -8.5

# Later entries
entry | SMILES | 14-3-3 PPI
91 | Cc1cccn2c(=O)c3cc(C(=O)NCc4ccco4)c(=N)n(CC4CCCO4)c3nc12 (stereo not drawn) | -6.4
92 | Cc1noc(NS(=O)(=O)c2ccc(NC(=O)COc3ccc(Cl)cc3Cl)cc2)c1C | 1.4
93 | C=Cn1ccc(CCC)c1-c1cccs1 | -124.9
94 | COc1cccc(NC(=O)c2nn(-c3ccccc3OC)c(=O)c3ccccc23)c1 | 8.4
95 | CCOC(=O)c1csc(NC(=O)c2ccccc2)n1 | 3.3
96 | CCc1ccc(OCCCC(=O)Nc2ncn[nH]2)cc1 | -2.6
97 | Cc1cccc2oc(-c3cccc(N=Cc4cc([N+](=O)[O-])ccc4O)c3)nc12 | -18.9
98 | COC(=O)c1ccccc1S(=O)(=O)NC(=O)c1ccccc1 | -9.1
99 | O=C(O)CCSc1nc2ccccc2n1C1CCCCC1 | -12.9
100 | Cc1noc(C)c1S(=O)(=O)N1CCC(C(=O)NC2CCCCC2C)CC1 (stereo not drawn) | -7.0
101 | CCOC(=O)C(C)Oc1nc(Oc2ccccc2)nc(N(C)C)n1 (stereo not drawn) | -2.9
102 | Cc1ccc(C2Oc3ccccc3C3=C2C(c2cccs2)n2ncnc2N3)cc1 (stereo not drawn) | 2.6
103 | O=C(NCCN=C1NS(=O)(=O)c2ccccc21)c1ccc2nccnc2c1 | -15.1
104 | Cc1ccc(NC(=O)COc2ccc(Cl)cc2C)c(Br)c1 | -5.8
105 | COc1nn(-c2nc(-c3ccccc3)cc(C(F)(F)F)n2)cc1[N+](=O)[O-] | -3.5
106 | CC1(C)CC(=O)C(CC2=C(O)CC(C)(C)CC2=O)=C(O)C1 | 3.6
107 | CCCC(c1nnnn1CCc1ccccc1)N1CCN(C(=O)c2ccco2)CC1 (stereo not drawn) | 1.5
108 | COc1ccc(S(=O)(=O)N2CCSC2c2ccc(Br)cc2)cc1 (stereo not drawn) | 3.5
109 | Cc1cc(C(=O)CSc2nnnn2C)c(C)n1-c1ccc2c(c1)OCCO2 | -15.0
110 | C=CCN1C(=O)CC(c2ccccc2)=Nc2ccccc21 | 5.2
111 | CC(=O)N1CCc2cc(S(=O)(=O)CCC(=O)N3CCN(c4ccccc4Cl)CC3)ccc21 | 5.2
112 | CCOC(=O)C(C#N)C(c1cccnc1)c1c(C)[nH][nH]c1=O (stereo not drawn) | 4.8
113 | O=C(C1CCCN(S(=O)(=O)c2ccc(Cl)cc2)C1)N1CCC(Cc2ccccc2)CC1 (stereo not drawn) | 0.1
114 | CCOC(=O)N1CCN(c2c(-c3ccc(C)c(C)c3)c(=O)c2=O)CC1 | -3.0
115 | COc1ccc(-c2nc3n(n2)C(=O)CC(c2cccc4ccccc24)S3)cc1 (stereo not drawn) | 1.9
116 | O=C(Nc1ccccc1Br)c1cc(S(=O)(=O)N2CCOCC2)ccc1F | 6.8
117 | O=C(OCCN1C(=O)c2cccc([N+](=O)[O-])c2C1=O)C1CCCCC1 | -5.6
118 | CCC(C)NC(=O)CSc1nc2nc(C)c(Cc3cccc(Cl)c3)c(C)n2n1 (stereo not drawn) | -7.8
119 | O=C1OC2(c3ccccc3)C3CCCC2C13 | -7.1
120 | COC(=O)c1ccc(C2C3=C(CC(c4ccco4)CC3=O)Nc3ccccc3N2C(C)=O)cc1 (stereo not drawn) | 3.6
121 | COc1ccc2nc(SCC(=O)N(C)C3CCCCC3)c(C#N)cc2c1 | -22.8
122 | CCc1cc(=O)oc2c(C)c(O)c(CN3CCCCC3)cc12 | -6.3
123 | C=CCn1c(=O)c(C(=O)Nc2nc3ccc(F)cc3s2)c(O)c2ccccc21 | -0.5
124 | CCCC(=O)Nc1cc(OCC)c(NC(=O)NC2CCCCC2)cc1OCC | -0.6
125 | CCCOC(=O)c1sc2nc3c(c(-c4ccc(Cl)cc4)c2c1N)CCC3 | -7.7
126 | O=C(Cc1nc2ccccc2[nH]1)NCc1ccccc1 | 3.8
127 | CCCCC(=O)N1C2=C(C(=O)c3ccccc32)C(c2cccc([N+](=O)[O-])c2)c2c1n(C)c(=O)n(C)c2=O (stereo not drawn) | -2.6
